# Bioassay records as filed in PubChem BioAssay.
# Diaph act CS = counter-screen for diaphorase-based assays: diaphorase activators and chemical reducers; Diaphorase/resazurin coupled assay, resorufin fluorescence, 16 min; stronger effect = higher value; 1 = vehicle wells, 0 = NADH-free wells; activation factor at 20 µM; 190,000 tested, 0.005% active;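 active = diaphorase activity raised at least twofold by the compound at 20 µM; inactive = activation factor below 2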
#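 Assay system: bacterial diaphorase enzyme (C. kluyveri) / Input: enzyme 0.07 U/mL final / Medium: 50 mM HEPES pH 7.4 with 4.542 mM MgCl2, 0.005% Tween 20 / Doses: single compound dose of 20 µM, 1% DMSO final / Incubation: 16 min enzyme reaction, ambient temperature / Signal: fluorescence, excitation 544 nm and emission 590 nm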
# STAT1 blocker = inhibitors of IFN-gamma induced STAT1 signaling; NIH 3T3 STAT1-luciferase reporter, luminescence; inhibition, % at 5.5 µM; 200,000 tested, 0.35% active;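 active = inhibition above a set limit, the mean inhibition across all tested compounds plus 3 SD, cut at about 34% in these data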;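 note: 0% = IFN-gamma with DMSO and 100% = IFN-gamma with 300 µM nifuroxazide; values of inactives mirror those of a sister screen read the other way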
# Diaphorase inh = counter-screen for diaphorase-based assays: diaphorase inhibitors and chemical oxidizers. 190,000 tested, 0.69% active. AID 1217. inhibition, % at 20 µM. diaphorase resazurin-to-resorufin fluorescence, NADH, 16 min; bacterial (C. kluyveri) enzyme, not human;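 active = primary screen inhibition at 20 µM above a set limit, cut at about 50% in these data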;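 note: plate controls were DMSO with full reaction for no effect and wells lacking NADH for full effect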
#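 Assay system: diaphorase enzyme from Clostridium kluyveri. Quantity: enzyme working solution with 0.14 U/mL diaphorase. Schedule: reaction incubation of 16 min at room temperature. Technique: resorufin fluorescence, excitation 544 nm, emission 590 nm. Controls: No-NADH positive control and DMSO neutral control.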
# STAT3 inh = STAT3 signaling inhibition | U3A cells, IL-6 STAT3-luciferase reporter, luminescence; host cell line lacks STAT1 | inhibition, % at 5.5 µM | 190,000 tested, 0.89% active;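 active = inhibition above the mean inhibition across all screened compounds plus 3 SD, cut at about 44% in these data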;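 note: 0% = DMSO only wells and 100% = 100 µM nifuroxazide control wells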
# STAT1 act = increases IFN-gamma driven STAT1 reporter signal. NIH 3T3 STAT1-luciferase reporter, luminescence; 100% = IFN-gamma alone, no compound. activation (% of control), % at 5.5 µM. 200,000 tested, 2.6% active;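 active = activation above the screen-wide mean activation plus 3 SD, cut at about 130% in these data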;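 note: raw ratio to IFN-gamma control signal so 100% means no change and 0% no light; values of inactives mirror those of a sister screen read the other way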
# G6PDH CS = L. mesenteroides G6PDH inhibition counter-screen. Purified L. mesenteroides G6PDH, diaphorase/resazurin coupled fluorescence, 45 min. inhibition, % at 5 µM. 200,000 tested, 0.12% active. AID 1020; in the data active = inhibition above about 50%
# Hsp70 act = Hsp70 transcriptional activation, primary screen; activation, % at 10 µM; 200,000 tested, 0.04% active; HeLa Hsp70 promoter luciferase reporter, luminescence; scaled: vehicle 0, proteasome-inhibitor control 100%;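 active = activation above the mean across all tested compounds plus 3 SD, cutoff set per campaign, cut at about 5.5% in these data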;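 note: 100% = MG132 at 30 µM as the positive control and 0% = DMSO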
# TLR4-MyD88 BLA = inhibitors of human TLR4-MyD88 binding | inhibition, % at 8.4 µM | 200,000 tested, 0.18% active | HeLa CL3-4 TLR4/MyD88 BLA complementation, FRET ratio; in the data active = inhibition above about 25%;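 note: 0% = vehicle and 100% = reference inhibitor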
# Target sequence (O00206 whole entry, looked up): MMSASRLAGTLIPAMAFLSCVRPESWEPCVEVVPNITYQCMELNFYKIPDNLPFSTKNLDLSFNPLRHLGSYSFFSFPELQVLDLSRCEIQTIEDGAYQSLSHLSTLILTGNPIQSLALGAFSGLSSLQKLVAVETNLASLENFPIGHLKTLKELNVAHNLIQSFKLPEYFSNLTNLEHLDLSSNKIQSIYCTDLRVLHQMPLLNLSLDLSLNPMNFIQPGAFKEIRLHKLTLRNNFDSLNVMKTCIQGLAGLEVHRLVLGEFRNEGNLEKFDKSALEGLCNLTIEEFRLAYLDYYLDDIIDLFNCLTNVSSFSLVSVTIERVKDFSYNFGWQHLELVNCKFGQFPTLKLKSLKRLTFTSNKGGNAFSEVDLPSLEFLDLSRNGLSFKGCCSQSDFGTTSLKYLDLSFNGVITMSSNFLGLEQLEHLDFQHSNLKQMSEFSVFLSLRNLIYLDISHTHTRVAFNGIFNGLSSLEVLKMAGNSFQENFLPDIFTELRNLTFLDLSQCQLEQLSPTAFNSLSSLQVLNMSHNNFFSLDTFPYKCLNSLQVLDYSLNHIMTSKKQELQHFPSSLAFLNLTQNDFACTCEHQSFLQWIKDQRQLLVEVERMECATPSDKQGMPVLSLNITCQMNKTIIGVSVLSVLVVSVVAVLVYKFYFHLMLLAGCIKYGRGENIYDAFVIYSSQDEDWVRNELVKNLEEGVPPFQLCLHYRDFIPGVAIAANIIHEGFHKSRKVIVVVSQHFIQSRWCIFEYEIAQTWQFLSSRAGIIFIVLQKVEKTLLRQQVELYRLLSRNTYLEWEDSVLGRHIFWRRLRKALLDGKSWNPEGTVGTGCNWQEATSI
# Target sequence (Q99836 whole entry, looked up): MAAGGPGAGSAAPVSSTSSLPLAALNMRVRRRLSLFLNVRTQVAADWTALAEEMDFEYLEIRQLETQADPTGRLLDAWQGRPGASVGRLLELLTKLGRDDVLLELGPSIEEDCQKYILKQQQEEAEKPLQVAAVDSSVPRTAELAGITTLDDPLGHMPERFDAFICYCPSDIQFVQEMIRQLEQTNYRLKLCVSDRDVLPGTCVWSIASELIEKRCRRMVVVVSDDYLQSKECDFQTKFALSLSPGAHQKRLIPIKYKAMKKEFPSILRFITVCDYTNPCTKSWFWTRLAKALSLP
# STAT3 act = STAT3 signaling activation | AID 871 | 190,000 tested, 0.91% active | U3A cells, IL-6 STAT3-luciferase reporter, luminescence; 100% = signal with IL-6 EC80 alone | activation (% of control), % at 5.6 µM;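 active = activation above the screen-wide mean of compound activation plus 3 SD, cut at about 130% in these data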;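 note: 0% = background luminescence of wells with medium and substrate only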
#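 Assay system – human STAT1-deficient U3A cells with stable STAT3-luciferase reporter · Also added – IL-6 (33 ng/mL) · Schedule – compound 1 h, then IL-6 6 h at 37 °C · Technique – reporter luminescence signal · Evaluation – % activation versus median of IL-6-stimulated wells · Benchmarks – IL-6-only wells as 100% reference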
# APP transl inh = APP translation inhibition. SH-SY5Y APP 5'UTR-luciferase reporter, luminescence. inhibition, % at 2 µM. 190,000 tested, 0.82% active. AID 1285;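 active = inhibition above a set limit, derived from the sample mean plus 3 SD, cut at about 45% in these data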; note: values of inactives mirror those of a sister screen read the other way
# * marks the source's active call; other numbers are inactive results; . = not tested or not shown. The order is random; any-hit rate near 6.1%.
SMILES,Diaph act CS,STAT1 blocker,Diaphorase inh,STAT3 inh,STAT1 act,G6PDH CS,Hsp70 act,TLR4-MyD88 BLA,STAT3 act,APP transl inh
COC(CNC(=O)c1cccc2c1C(=O)N(Cc1cccnc1)C2)OC,1.1,-6.9,-9.7,6.0,106.4,-5.2,-0.5,8.7,100.7,.
CCOC(=O)C1=C(C)NC2=C(C(=O)C(C(=O)OCC)C(c3cccc(OC)c3)C2)C1c1ccccn1 (centres undefined),0.7,-0.2,30.4,-11.3,100.2,15.8,-0.2,-5.5,110.1,-2.6
COc1ccccc1CNC(=O)C(NC(=O)c1ccccc1C)C(C)C (centres undefined),1,10.3,0.7,1.5,90.1,1.5,-0.2,0.3,105.5,-4.6
O=C(COC(=O)c1ccccc1)Nc1cc(Cl)ccc1Oc1ccccc1,0.9,14.1,11.5,8.6,87.2,-23.9,-0.3,7.0,92.1,-19.0
C[C@@H](O)C1NC(=O)[C@H](CCCCN)NC(=O)c2cc([N+](=O)[O-])cc(I)c2NCCC[C@@H](C(N)=O)NC1=O (some centres undefined),0.9,0.4,14.4,-1.6,99.7,14.5,-0.2,-10.8,99.0,-6.4
COC(=O)c1onc(-c2c(C)cc(C)cc2C)c1C(=O)OC,0.9,1.3,12.6,-1.6,98.8,7.3,0.3,5.8,105.3,-4.4
CC(C)n1nnnc1SCC(=O)N1CCOCC1,0.9,-0.1,7.5,1.9,100.7,7.3,-0.2,-3.3,103.9,12.7
O=C1N=C2N(CCN3CCCCC3)c3ccccc3N2/C1=C\c1ccc([N+](=O)[O-])o1,.,-2.1,.,2.7,102.5,11.1,0.0,-10.0,99.6,96.1*
CCC(C)Nc1c2c(nc3c(-c4ccccc4)c(C)nn13)CCC2 (centres undefined),0.8,8.2,19.0,12.8,92.6,3.8,0.0,0.9,92.5,-0.6
Cc1ccc(NC(=O)COC(=O)c2ccc3c(c2)NC(=O)C2CCCN32)cc1 (centres undefined),0.9,-5.1,5.8,4.6,104.7,3.6,-0.3,-2.5,102.3,5.4
COc1ccc(OC)c(NC(=O)C(=O)NNC(=O)COc2ccc(Br)cc2C)c1,0.7,-4.1,32.0,11.6,102.5,19.1,-0.1,1.5,94.5,15.7
O=C(NCc1n[nH]c(=S)n1-c1cccc(C(F)(F)F)c1)c1ccc(S(=O)(=O)N2CCCC2)cc1,0.8,-3.7,16.2,13.5,102.5,1.4,0.1,5.5,97.9,-11.7
CCc1c(C)sc(NC(=O)c2ccco2)c1C(=O)N1CCCCC1,0.8,-6.9,20.2,-8.7,106.4,-1.7,0.0,-2.4,107.2,-19.1
Cc1ccc2c(c1)N(CC(=O)N(Cc1ccc3c(c1)OCO3)CC1CCCO1)C(=O)C(C)O2 (centres undefined),0.8,-0.6,17.7,2.3,100.6,2.3,0.1,-0.2,100.5,-9.4
CCN(c1ccc(NC(=O)COC(=O)c2cc3ccccc3oc2=O)cc1)C(C)C,0.8,-1.9,23.9,-5.1,101.7,-6.9,-0.2,-0.8,108.8,5.4
Cn1ccnc1SCC(=O)Nc1cccc2ccccc12,1,0.8,2.3,11.9,96.4,7.2,-0.6,22.6,92.5,-34.0
CNS(=O)(=O)c1cccc2nsnc12,0.8,-11.0,17.1,1.6,109.9,-0.2,-0.4,8.6,101.3,-20.3
O=C(Cn1cc([N+](=O)[O-])cn1)NCCc1c[nH]c2ccccc12,0.9,0.5,6.2,13.5,101.1,-3.0,-0.2,-12.6,92.6,10.9
CCOC(=O)c1c(NC(=O)C2COc3ccccc3O2)sc(C(C)=O)c1C (centres undefined),0.9,-1.3,11.7,17.6,101.2,1.9,-0.3,0.1,86.8,-5.7
O=C(N/N=C/c1c(F)cccc1Cl)c1ccc(Cn2cc(Br)cn2)o1,0.9,-0.5,8.5,24.6,100.5,0.4,-0.2,2.9,81.9,4.9
CC(=O)Nc1ccc(S(=O)(=O)N2CCN(Cc3cccs3)CC2)cc1,0.8,15.8,21.6,15.1,84.4,15.7,-0.4,0.4,90.6,15.8
COc1nc(Oc2ccc(C(=O)OCC(N)=O)cc2)nc(N(C)C)n1,0.8,2.6,17.4,-0.4,97.6,0.5,0.0,13.0,102.9,-6.0
O=c1[nH]c(SCc2ccccc2)nc2c1cnn2-c1ccc(F)cc1,1,3.5,-1.8,.,95.6,3.6,-0.2,-13.6,.,-18.3
Cc1cc(C)cc(NS(=O)(=O)c2ccc3[nH]cc(C(=O)NCc4ccco4)c(=O)c3c2)c1,0.7,4.5,27.6,15.9,95.9,-36.3,-0.3,2.1,89.1,0.2
COc1ccc(-n2ncc(S(=O)(=O)c3ccccc3)c2-c2ccc(Cl)cc2)cc1,0.7,6.6,25.5,7.6,96.8,-13.6,-0.3,-10.6,101.5,6.5
CCN1C2=C(C(=O)CCC2)C(c2ccc(O)c(Br)c2)C2=C1CCCC2=O,0.9,2.0,12.9,3.0,98.1,2.0,-0.3,3.0,100.6,-2.6
Cc1ccccc1NC(=O)CSc1nnc(-c2ccco2)c(-c2ccco2)n1,0.5,2.8,49.1,6.1,97.5,31.2,-0.3,-5.1,97.3,-4.2
O=C(c1ccccc1)c1ccccc1C(=O)N1CCOCC1,0.9,8.0,6.5,5.4,92.6,3.9,0.1,-5.7,97.8,23.7
COc1cc(-c2c(C#N)c(N)nc3c2CCCC3)cc(OC)c1OC,0.9,-1.7,11.4,-2.2,101.6,2.5,-0.3,10.3,105.5,-8.4
C1CCC(CNc2c3c(nc4nnnn24)CCCC3)CC1,0.7,1.8,25.9,0.3,99.7,7.6,-0.1,12.3,103.4,8.0

# An excerpt of these results, with two lines to a compound.
# Below each SMILES: Diaph act CS | STAT1 blocker | Diaphorase inh | STAT3 inh | STAT1 act | G6PDH CS | Hsp70 act | TLR4-MyD88 BLA | STAT3 act | APP transl inh
- COC(CNC(=O)c1cccc2c1C(=O)N(Cc1cccnc1)C2)OC
 : 1.1 | -6.9 | -9.7 | 6.0 | 106.4 | -5.2 | -0.5 | 8.7 | 100.7 | .
- CCOC(=O)C1=C(C)NC2=C(C(=O)C(C(=O)OCC)C(c3cccc(OC)c3)C2)C1c1ccccn1 (centres undefined)
 : 0.7 | -0.2 | 30.4 | -11.3 | 100.2 | 15.8 | -0.2 | -5.5 | 110.1 | -2.6
- COc1ccccc1CNC(=O)C(NC(=O)c1ccccc1C)C(C)C (centres undefined)
 : 1 | 10.3 | 0.7 | 1.5 | 90.1 | 1.5 | -0.2 | 0.3 | 105.5 | -4.6
- O=C(COC(=O)c1ccccc1)Nc1cc(Cl)ccc1Oc1ccccc1
 : 0.9 | 14.1 | 11.5 | 8.6 | 87.2 | -23.9 | -0.3 | 7.0 | 92.1 | -19.0
- C[C@@H](O)C1NC(=O)[C@H](CCCCN)NC(=O)c2cc([N+](=O)[O-])cc(I)c2NCCC[C@@H](C(N)=O)NC1=O (some centres undefined)
 : 0.9 | 0.4 | 14.4 | -1.6 | 99.7 | 14.5 | -0.2 | -10.8 | 99.0 | -6.4
- COC(=O)c1onc(-c2c(C)cc(C)cc2C)c1C(=O)OC
 : 0.9 | 1.3 | 12.6 | -1.6 | 98.8 | 7.3 | 0.3 | 5.8 | 105.3 | -4.4
- CC(C)n1nnnc1SCC(=O)N1CCOCC1
 : 0.9 | -0.1 | 7.5 | 1.9 | 100.7 | 7.3 | -0.2 | -3.3 | 103.9 | 12.7

# The list continues.
SMILES,Diaph act CS,STAT1 blocker,Diaphorase inh,STAT3 inh,STAT1 act,G6PDH CS,Hsp70 act,TLR4-MyD88 BLA,STAT3 act,APP transl inh
COc1ccccc1N(CC(O)COc1ccccc1)S(=O)(=O)c1ccccc1 (centres undefined),0.7,6.5,28.0,3.1,96.0,9.5,-0.1,5.3,95.6,12.0
COc1cccc(CN(C)C(=O)c2cc(COc3c(F)cccc3F)on2)c1,0.8,1.4,25.0,20.1,97.3,15.9,-0.3,-3.3,86.1,-4.7
COc1ccc(CCNC(=O)CSc2nnc(CNC(=O)c3ccco3)o2)cc1OC,0.9,1.8,8.2,-5.4,98.3,2.8,-0.4,-0.6,103.1,12.3
O=C(NCc1ccc(OC(F)(F)F)cc1)C1CC(c2c(Cl)cccc2Cl)=NO1 (centres undefined),0.7,0.7,26.0,-0.4,99.3,5.2,0.0,-11.1,104.6,-6.4
COCCCNC(=O)C(=O)NCCCOC(C)C,0.9,-6.2,8.7,6.2,107.3,2.4,0.1,2.1,102.8,-15.3
Cc1cc(C(=O)COc2cccnc2[N+](=O)[O-])c(C)n1-c1ccccc1,0.6,4.9,37.1,59.9*,95.7,9.4,-0.7,3.5,49.8,21.4
Cn1nc(C(F)(F)F)c(C#N)c1N1CCN(c2ccccc2F)CC1,0.9,-0.2,7.4,27.6,97.2,-2.3,-0.4,-3.1,77.0,.
O=c1ccc2ccc(Oc3ccc([N+](=O)[O-])cc3Cl)cc2o1,0.9,-4.1,5.3,-0.8,101.7,5.6,0.0,-10.3,105.9,-0.3
O=C(Nc1ccccc1Oc1ccccc1)c1cnccn1,0.8,-1.2,19.8,0.0,101.1,-10.4,-0.2,3.4,102.2,17.6
CCCCNC(=S)NNc1c(Cl)cc(Cl)cc1Cl,0.9,4.8,8.9,4.0,95.4,-1.5,-0.1,-2.3,100.7,3.5
CCOC(=O)CNC(=O)c1ccc(C#CC2(O)CCCCC2)cc1,0.8,-3.1,16.5,-4.8,102.7,1.7,0.0,-5.2,103.1,-0.7
CC(C(=O)N1CCCCC1)n1sc2ccccc2c1=O (centres undefined),0.9,-13.0,7.9,-0.5,110.2,9.0,-0.1,-4.9,104.1,-8.4
COCCCNC(=O)CN1C(=O)c2ccccc2C1=O,0.9,6.2,6.2,1.9,94.4,10.0,0.0,6.5,106.1,-7.7
O=C(CSc1ncccc1-c1nc2ccccc2[nH]1)NC1CC1,0.8,6.2,22.4,16.4,94.3,2.7,-0.3,3.9,91.2,-12.2
N#Cc1c(-n2cccc2/C=N/O)sc2c1CCCC2,0.9,2.5,12.4,12.7,97.7,3.1,-0.1,12.9,92.4,-7.5
N=c1c2c(-c3ccccc3)c(-c3ccccc3)oc2ncn1Cc1ccco1,0.9,3.2,5.9,13.8,97.1,-2.2,0.2,8.0,97.8,-10.8
COc1cccc(OC)c1C(=O)Nc1ccc(N2CCN(S(C)(=O)=O)CC2)cc1,1.1,-1.3,-7.9,2.6,101.2,-3.8,-0.3,-2.3,101.0,7.0
O=C(CSc1nc(-c2ccccc2)cs1)NC(=O)NCc1ccco1,1,5.0,3.2,6.4,95.3,2.2,-0.2,8.9,96.4,-24.9
CCOC(=O)C1(CCCc2ccccc2)CCN(C(=O)C(C)n2cncn2)CC1 (centres undefined),0.8,-4.8,15.0,11.7,102.7,22.0,0.1,-12.5,94.1,-1.5
CCOc1ccccc1NC(=O)CSc1nnc(-c2ccco2)n1Cc1ccco1,0.9,8.7,10.8,8.4,92.0,1.6,-0.3,6.0,99.3,-5.3
